Source: PubChem BioAssay
GLP1R cytotox = qHTS of GLP-1 Receptor Inverse Agonists: Cytotox Screen; HEK293 cAMP-luciferase reporter cells, luminescence, 24 h; Potency, µM (doses to about 38.3 µM), without a hit: top-dose activity change, negative = inhibition, most hits filed as inhibitors; actives 0.13% (n = 410,000); AID 624418, 2012;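 also: loss of luciferase light is scored as toxicity; potency is read from the fitted curve at half-maximal effect; % is scaled to controls: 0 for no effect and ±100 for the full control effect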
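1536-well qHTS counterscreen of the MLSMR; 200 cells/uL, 12 h pre-incubation, 23 nL cpd, 24 h at 37 deg C 5% CO2, luciferase detection reagent, 12 min RT, luminescence. Inhibition = undesired.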
IL-1B inflam inh = qHTS for Inhibitors of Inflammasome Signaling: IL-1-beta AlphaLISA Primary Screen; actives 4.7% (n = 360,000); AID 743279, 2014; activity change, % at 57.5 µM; THP-1 LPS/ATP IL-1B secretion, AlphaLISA, 16 h; hits give low values; in the data active = activity change below about -50%; inconclusive = mostly about -30% to -49%; also: % is scaled to controls: 0 for no effect and ±100 for the full control effect
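THP-1 cells pretreated 1 hr with compounds (up to 57.5 uM final), then stimulated with LPS (250 ng/mL final) plus ATP (1.25 mM final); secreted IL-1B measured by AlphaLISA after 16 hr, decreased signal indicating inhibition.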
HT1080 IDH1KD tx = qHTS for induction of synthetic lethality in tumor cells producing 2HG: qHTS for the HT-1080-IDH1KD cell line; HT-1080 IDH1 knockdown viability, ATP luminescence, 48 h; Potency, µM (titrated, usually from 46.1 µM), for inactives: at the highest dose activity, negative = toxicity, most hits filed as cytotoxic; actives 2% (n = 360,000); AID 686971, 2013;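 also: potency is read from the fitted curve at half-maximal effect; 0% = DMSO wells and -100% = cell-free medium wells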
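HT-1080-IDH1KD cells (IDH1 knocked down), 750/well in RPMI with 5% FBS, treated with compound 48 h at 37 degrees C. Viability by CellTiter-Glo luminescence, normalised to DMSO and no-cell wells; concentration-response curves classed.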
DRD3 agonist = qHTS of D3 Dopamine Receptor Agonist: qHTS. AID 652048, 2013. D(3) dopamine receptor (Homo sapiens), P35462. D3R DiscoveRx beta-arrestin cells, luminescence, 90 min. max activation, %. actives 0.58% (n = 410,000); in the data active = max activation above about 30%; also: 0% is about no effect; mostly tested at two doses, the higher about 12 µM
Target sequence (P35462 whole entry, looked up): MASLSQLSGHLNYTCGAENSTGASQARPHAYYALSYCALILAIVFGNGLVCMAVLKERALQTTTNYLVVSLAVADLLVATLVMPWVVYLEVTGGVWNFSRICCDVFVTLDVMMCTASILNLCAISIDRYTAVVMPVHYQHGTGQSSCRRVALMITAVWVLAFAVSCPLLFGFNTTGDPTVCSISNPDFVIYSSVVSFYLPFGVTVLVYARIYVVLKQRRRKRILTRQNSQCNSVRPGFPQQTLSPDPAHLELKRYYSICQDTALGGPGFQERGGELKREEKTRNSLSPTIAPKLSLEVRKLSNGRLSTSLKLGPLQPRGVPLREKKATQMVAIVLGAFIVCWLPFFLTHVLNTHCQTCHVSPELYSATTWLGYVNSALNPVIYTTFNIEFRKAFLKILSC
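Agonist mode: compounds and dopamine controls were applied to plated cells for 90 min at 37 degrees C after an overnight attachment at 1500 cells/well. Luminescent read-out followed 30 - 60 minutes at room temperature with DiscoveRx detection reagent.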
HT1080-NT tox = qHTS for induction of synthetic lethality in tumor cells producing 2HG: qHTS for the HT-1080-NT fibrosarcoma cell line. HT-1080-NT fibrosarcoma viability, CellTiter-Glo ATP luminescence, 48 h. Potency, µM (highest dose often 46.1 µM), without a hit: at the top dose activity, negative = less viability, hits mostly cytotoxic. actives 1.6% (n = 360,000). AID 686970, 2013;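 also: NT is the 2HG producing partner of a matched IDH1 knockdown line; potency is read from the fitted curve at half-maximal effect; 0% = DMSO-treated cells and -100% = media-only wells without cells; nearly all actives have a fitted effect of over 55% in size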
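HT-1080-NT fibrosarcoma cells (2HG-overproducing), 750 cells/well in RPMI with 5% FBS, dosed after 2 h and incubated 48 h at 37C. CellTiter-Glo luminescence normalized to DMSO and no-cell wells; concentration-response curves fitted and classed.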
KB-V1 cytotox = qHTS assay for MDR1-selective chemotherapeutics: Primary screen using the drug-selected MDR subline cells KB-V1. KB-V1 MDR cells viability, CellTiter-Glo, 72 h. Potency, µM (top dose mostly 46.1 µM), for inactives: at the top dose activity change, negative = cytotoxicity, most hits filed as cytotoxic. actives 3.4% (n = 400,000). AID 1347076, 2019; also: potency is read from the fitted curve at half-maximal effect; % is scaled to controls: 0 for no effect and ±100 for the full control effect; nearly all actives have a fitted effect of over 60% in size
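Drug-selected KB-V1 cells, grown in DMEM lacking phenol red with 10% FBS, receive compound titrations; after three days at 37 degrees C, surviving cell ATP is quantified by CellTiter-Glo luminescence and responses normalized and curve-fitted.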
SW480 rerep = A quantitative high throughput screen for small molecules that induce DNA re-replication in SW480 colon adenocarcinoma cells; SW480 DNA re-replication, Hoechst DNA content imaging, 48 h; Potency, µM (doses to about 46.1 µM), for inactives: top-dose re-replication activation, most hits filed as activators; actives 1.8% (n = 340,000); also: potency is read from the fitted curve at half-maximal effect; % of control where 0% means no effect; nearly all actives have a fitted effect of over 55% in size
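DNA re-replication was detected as more nuclei of elevated Hoechst intensity after 48 hr exposure to compound (23 nL pinned per well of 250 cells).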
MCF10A rereplic = A quantitative high throughput screen for small molecules that induce DNA re-replication in MCF 10a normal breast cells; MCF 10A DNA re-replication, Hoechst nuclear intensity, 48 h; Potency, µM (top dose mostly 46.1 µM), for the others: at the top dose activity, positive = re-replication, usual class: activators; actives 2.9% (n = 350,000); AID 624296, 2012; also: potency is read from the fitted curve at half-maximal effect; % of control where 0% means no effect; nearly all actives have a fitted effect of over 50% in size
KB-3-1 tox = qHTS assay for MDR1-selective chemotherapeutics: Primary screen using the parental adenocarcinoma cell KB-3-1; KB-3-1 viability, CellTiter-Glo ATP luminescence, 72 h; Potency, µM (top dose mostly 46.1 µM), without a hit: at the top dose activity change, negative = cytotoxic, usual class: cytotoxic; actives 1.4% (n = 400,000); AID 1347075, 2019; also: potency is read from the fitted curve at half-maximal effect; % is scaled to controls: 0 for no effect and ±100 for the full control effect; nearly all actives have a fitted effect of over 60% in size
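Parental KB-3-1 adenocarcinoma cells in phenol-red-free DMEM with 10% FBS were pin-treated with compounds at several concentrations, incubated 72 h at 37 °C, and viability read by CellTiter-Glo luminescence; concentration-effect curves were fitted after normalization.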
Numbers without * were called inactive; ? = inconclusive; nt = not tested or not shown; [ ] = dose if it differs, or a comment. Unless noted, calls follow the shape of the dose curve; as a rule, active = well fitted curve in the direction sought with a large enough effect; inconclusive = small, poorly fitted or top-dose-only effect, or another doubt; inactive = no such curve, though single readings can be large; an effect the other way counts as inactive or inconclusive.

1. COc1ccc(C)cc1-n1nnnc1SCC1CCCO1 (stereo not drawn)
2. CN(C)S(=O)(=O)c1ccc(C(=O)Nc2nnc(SCC(=O)N3CCOCC3)s2)cc1
3. CCOC(=O)CCc1c(C)nc2cc(C3CCCN(C(=O)OC(C)(C)C)C3)[nH]n2c1=O (stereo not drawn)
4. Cc1ccc(S(=O)(=O)CCC(=O)NCCN2C(=O)S/C(=C/c3ccc(F)cc3)C2=O)cc1
5. O=C(Cn1ncc2c3ccccc3n(Cc3ccccc3)c2c1=O)NC1CCCC1
6. Cc1ccc(Oc2ncccc2NC(=O)CC2(CC(=O)O)CCCC2)c2c1CCC2
7. O=C(Cn1cnc2c(nnn2-c2ccccc2)c1=O)NCC1CCCO1 (stereo not drawn)
8. Cc1cccc(-n2c(SCC(=O)N3CCN(c4ccccn4)CC3)nnc2N2CCOCC2)c1

Assay by compound,1,2,3,4,5,6,7,8
GLP1R cytotox,-6%,-12%,-9%,-18%,-25%,0%,6%,-1%
IL-1B inflam inh,0,-8,-11,-62*,33,nt,2,-16
HT1080 IDH1KD tx,-1%,2%,-1%,-2%,13%,1%,1%,4%
DRD3 agonist,3,-4,0,6,3,-3,-3,10
HT1080-NT tox,2%,5%,2%,-12%,2%,-14%,13%,19%
KB-V1 cytotox,?,-15%,7%,-19%,0%,-7%,18%,1%
SW480 rerep,-2%,nt,-3%,4%,-5%,-7%,0%,1%
MCF10A rereplic,-3%,nt,2%,2%,4%,?,3%,17%
KB-3-1 tox,-1%,-1%,15%,-16%,11%,9%,14%,18%

9. CCC(=O)Nc1ccc(NC(=O)c2cccc3ccccc23)cc1
10. COc1ccc(CN2CCN(Cc3ccc(Br)cc3)CC2)c(OC)c1OC
11. O=S1(=O)CC(N2CCSCC2)CN1Cc1cn(Cc2ccc(Cl)cc2)nn1 (stereo not drawn)
12. COc1ccc(CN(C(=O)COc2ccccc2OC)C2CCS(=O)(=O)C2)cc1 (stereo not drawn)
13. CCOC(=O)C1=NN(N=O)C2(CC(=O)N(c3cc(C)cc(C)c3)C2=O)C1 (stereo not drawn)
14. COc1ccc(OC(=O)c2ccc(OC)c(S(=O)(=O)N3CCOCC3)c2)cc1
15. O=C(CCN1CCOCC1)N/N=C/c1cc([N+](=O)[O-])ccc1OC(F)F
16. NC(=S)N/N=C1\CCOc2ccc(F)cc21

Assay by compound,9,10,11,12,13,14,15,16
GLP1R cytotox,-14%,3%,6%,-8%,3%,24%,-13%,?
IL-1B inflam inh,-8,-5,15,nt,-12,13,20,?
HT1080 IDH1KD tx,?,-14%,-2%,nt,21%,-1%,-15%,?
DRD3 agonist,0,-19,-4,1,-18,12,4,-17
HT1080-NT tox,-24%,-15%,3%,nt,2%,2%,-10%,-8%
KB-V1 cytotox,0%,0%,?,13%,-4%,nt,19%,?
SW480 rerep,2%,-11%,nt,nt,2%,2%,?,-88%[inhibitor]
MCF10A rereplic,-2%,?,nt,nt,6%,1%,17%,?
KB-3-1 tox,14%,-29%,5%,14%,13%,nt,-1%,?

17. Cc1ccc(S(=O)(=O)N2CCN(C(=O)CCn3cncn3)CC2)cc1C
18. CC1(C(=O)NS(=O)(=O)c2ccc(Cl)cc2)CCN1C(=O)Cc1cccc2ccccc12 (stereo not drawn)
19. O=C(CCCn1nnc2ccccc2c1=O)N[C@H](C(=O)O)c1ccccc1
20. COc1ccc2c(c1)CC(NC(=O)Nc1ccc(Br)c(C)c1)CO2 (stereo not drawn)
21. COc1ccccc1CN(Cc1cc2cc(C)ccc2[nH]c1=O)Cc1nnnn1CC1CCCO1 (stereo not drawn)
22. COc1ccc(-c2ccc(N3C(c4cc(OC)cc(OC)c4)=Cc4ccc(OC)cc4C3CC(C)=O)cc2)cc1 (stereo not drawn)
23. Cc1ccc(C)c(NC(=O)c2cc(S(=O)(=O)N3CCCCC3)ccc2N2CCOCC2)c1
24. COC(=O)c1ccccc1NC(=O)COCc1cc(-c2cccs2)on1

Assay by compound,17,18,19,20,21,22,23,24
GLP1R cytotox,2%,3%,8%,-25%,-16%,-1%,10%,1%
IL-1B inflam inh,4,47,37,nt,-63*,15,-15,nt
HT1080 IDH1KD tx,6%,26%,20%,nt,-21%,?,-4%,nt
DRD3 agonist,0,-9,-1,-6,-11,14,-5,11
HT1080-NT tox,2%,22%,-1%,nt,-22%,?,2%,nt
KB-V1 cytotox,-3%,15%,13%,16%,21µM*,-4%,-24%,0%
SW480 rerep,?,nt,?,nt,-1%,nt,?,nt
MCF10A rereplic,?,nt,0%,nt,?,nt,25%,nt
KB-3-1 tox,2%,0%,-3%,-15%,-4%,?,-8%,6%

25. COC(=O)c1ccc(NC(=O)c2cccc(N3C(=O)CCC3=O)c2)cc1
26. Cc1csc2nc(COc3ccccc3NC(=O)c3ccco3)cc(=O)n12
27. Cc1ccc(-n2nnnc2SCC(=O)Nc2ccc3c(c2)COC3=O)cc1C
28. O=C(CSc1nc2ccccc2o1)Nc1ccc(N2CCOCC2)c(Cl)c1
29. COc1ccc2[nH]c3c(c2c1)CCN1C(=O)C(CC(=O)NC/C=C(\C)CCC=C(C)C)C[C@H](C(=O)N(C(C)C)C(C)C)[C@@]31C (stereo partly drawn)
30. COC(=O)C1CCN(C(=O)COC(=O)/C=C/c2ccc(O)c(OC)c2)CC1
31. NC(=O)c1nn(-c2ccccc2)nc1NC(=O)CN1CCCC1
32. COC(=O)C1=C(NC(=O)c2ccccc2[N+](=O)[O-])CCS1

Assay by compound,25,26,27,28,29,30,31,32
GLP1R cytotox,-11%,0%,-14%,-16%,2%,12%,-1%,4%
IL-1B inflam inh,13,nt,71,12,-64*,31,-11,10
HT1080 IDH1KD tx,4%,nt,-28%,15%,?,9%,25%,11%
DRD3 agonist,-1,8,1,9,3,-2,-13,-6
HT1080-NT tox,11%,nt,-23%,8%,?,-7%[9.24 µM],23%,10%
KB-V1 cytotox,5%,0%,-4%,?,?,0%,3%,-4%
SW480 rerep,-120%[inhibitor],nt,-11%,-5%,?,-10%,10%,-6%
MCF10A rereplic,-9%,nt,2%,27%,15µM*,8%,0%,1%
KB-3-1 tox,13%,0%,8%,5%,?,?,19%,13%

Taken from above.
Result of cpd 31 in KB-V1 cytotox: 3%
Result of cpd 27 in SW480 rerep: -11%

Further entries follow:
33. CCCc1cc(C(=O)N2CCCC(C(=O)c3cc(C)c(OC)c(C)c3)C2)n(C)n1 (stereo not drawn)
34. Cc1cccc(C(=O)Nc2ccc(OCc3cc(=O)n4ccc(C)cc4n3)cc2)c1
35. C[C@H](CO)N1C[C@H](C)[C@H](CN(C)C(=O)c2ccccc2F)Oc2ncc(Br)cc2C1=O
36. O=C(CN1CCN(c2ccccc2O)CC1)NC(=O)NC1CCCC1
37. O=C1NC(=Nc2ccccc2)S/C1=C\c1cccn1-c1ccccc1
38. Cc1ccc(S(=O)(=O)c2c(C)cc(C)nc2Cl)c(C)c1
39. CN(C)S(=O)(=O)c1ccc(Cl)c(C(=O)NC2CCN(Cc3ccccc3)C2)c1 (stereo not drawn)
40. COCCCNC(=O)c1sc2ncn(CC(=O)Nc3ccc(C)c(Cl)c3)c(=O)c2c1C
41. CCOC(=O)C1=CN(C(C)C)CCC1=O

Assay by compound,33,34,35,36,37,38,39,40,41
GLP1R cytotox,-7%,18%,-46%,3%,?,-1%,8%,0%,6%
IL-1B inflam inh,6,nt,18,3,-5,0,-12,17,0
HT1080 IDH1KD tx,-9%,nt,-2%,0%,?,-3%,-2%,-22%,1%
DRD3 agonist,-5,3,6,-3,-5,4,-13,-3,-12
HT1080-NT tox,-7%,nt,-4%,11%,?,-3%,-5%,-4%,-1%
KB-V1 cytotox,?,8%,?,?,4.6µM*,-11%,-12%,8%,0%
SW480 rerep,2%,nt,nt,-6%,6.5µM*,0%,1%,3%,16%
MCF10A rereplic,?,nt,nt,?,6.5µM*,6%,-5%,-27%,?
KB-3-1 tox,0%,3%,-5%,2%,5.2µM*,2%,0%,13%,0%

Grouped by structure, the entries above with a thiophene ring, fused or not
24. COC(=O)c1ccccc1NC(=O)COCc1cc(-c2cccs2)on1
40. COCCCNC(=O)c1sc2ncn(CC(=O)Nc3ccc(C)c(Cl)c3)c(=O)c2c1C

Assay by compound,24,40
GLP1R cytotox,1%,0%
IL-1B inflam inh,nt,17
HT1080 IDH1KD tx,nt,-22%
DRD3 agonist,11,-3
HT1080-NT tox,nt,-4%
KB-V1 cytotox,0%,8%
SW480 rerep,nt,3%
MCF10A rereplic,nt,-27%
KB-3-1 tox,6%,13%
